Ins promoter up = MIN6 insulin promoter up-regulation. MIN6 insulin promoter-GFP reporter, high-content imaging; hits give high values. z-score at 5 µM. actives 0.3% (n = 190,000). AID 1625;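 active = z-score above 3 at 5 µM with at least 500 cells counted in the well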
West Nile antiviral = inhibition of WNV-induced cytopathic effect – cell-based, CPE readout (AID 1621); CPE inhibition, % at 10 µM, or IC50 in µM where a hit was titrated; West Nile virus-infected cells, CPE inhibition; higher % means a stronger effect; actives 0.02% (n = 290,000); in the data active = a potency from the dose series; also: strong numbers were not always called active
PhoP inhibition = inhibitors of PhoP regulon expression, primary screen, Salmonella Typhimurium, GFP reporter (AID 1863); S. Typhimurium PhoP-regulated promoter GFP reporter, 4 h; higher % means a stronger effect; inhibition, % at 50 µM; hits with a dose series show IC50 in µM; actives 0.16% (n = 300,000);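 active = inhibition over 29.93%, a cutoff 3 SD above the screen mean, later confirmed by dose response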;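 also: 0% = low Mg2+ inducing control and 100% = high Mg2+ repressing control; strong numbers were not always called active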
TNAP activators = human TNAP enzyme activators, primary screen, biochemical, luminescent, no phosphate acceptor, uHTS (AID 1001) | purified TNAP, luminescent activation assay, no phosphate acceptor; higher activation fold means a stronger effect | one-dose activation fold at 20 µM; EC50 in µM for titrated hits | actives 0.03% (n = 200,000); in the data active = activation fold from about 3, or a potency from the dose series; inactive = the rest, 99 in 100 with activation fold below about 1.6; also: many of its hits are not listed in these tables
ER stress rescue = rescue of cells from ER stress-induced death, primary screen, 384-well, CSM14.1, thapsigargin, ATP luminescence (AID 1222); CSM14.1 thapsigargin-induced death rescue, ATP luminescence; higher % means a stronger effect; 190,000 tested, under 10 active; cellular ATP content (survival), % at 20 µM, or EC50 in µM where a hit was titrated;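 active = EC50 below 50 µM in the dose-response confirmation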;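 also: death triggered by thapsigargin at about 15 µM added after 2 h compound pretreatment; cell ATP read after overnight thapsigargin exposure of roughly 18 to 22 hours; normalized against plate controls of thapsigargin alone and 5% DMSO vehicle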
human PMI inhibitors = MPI inhibition at elevated mannose 6-phosphate – biochemical, fluorescence intensity, high mannose 6-phosphate, primary screen (AID 1220); recombinant PMI enzyme, coupled fluorescence intensity; higher % means a stronger effect; inhibition, % at 20 µM, or IC50 in µM where a hit was titrated; actives 0.66% (n = 190,000)
PMI inhibitors = inhibitors of human PMI, primary screen, biochemical, fluorescence intensity, coupled assay (AID 1209). purified PMI enzyme, coupled fluorescence intensity; higher % means a stronger effect. one-dose inhibition, % at 20 µM; IC50 in µM for titrated hits. actives 0.42% (n = 190,000);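 also: plate controls were DMSO vehicle for no effect and wells lacking substrate for full effect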
SV40 large T antigen = TAg ATPase/helicase activity blockers – biochemical (AID 1903); actives 0.39% (n = 310,000); SV40 large T antigen ATPase/helicase inhibition assay; higher % means a stronger effect; one-dose inhibition, % at 20 µM; IC50 in µM for titrated hits; in the data active = a potency from the dose series; also: strong numbers were not always called active
RSV CPE inhibition = RSV antiviral activity via CPE protection, HEp-2 cells, primary 10 µM value included (AID 2391). HEp-2 cells, RSV-induced CPE inhibition; higher % means a stronger effect. one-dose CPE inhibition, % at 10 µM; IC50 in µM for titrated hits. actives 0.13% (n = 310,000); in the data active = a potency from the dose series; also: strong numbers were not always called active
Ins promoter up cell count = further read-out of Ins promoter up, marked with its call; cell count; measured here: cytotoxicity, nuclei count;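 total cells summed across four imaged fields per well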
Active calls of the source: *; x = not tested or not shown. Rule as the data show it, unless noted: active = inhibition above about 50%; inactive = the rest.

item	compound	Ins promoter up	Ins promoter up cell count	West Nile antiviral	PhoP inhibition	TNAP activators
1	O=C(COC(=O)c1ccccc1Oc1ccccc1)NC1CC1	-0.91	1595	-0.3%	-3%	1.1
2	CCOC(=O)CC(NC(=O)CCc1c(C)nc2ncnn2c1C)c1ccc(OC(C)C)cc1 (stereo not given)	-0.71	1309	-0.6%	8%	1.1
3	COc1ccc(Cc2nnc(N/N=C/c3ccc(Br)cc3)[nH]c2=O)cc1OC	-0.71	1296	-0.8%	-8%	x
4	COc1cccc(Nc2nc(-c3sc(N)nc3C)cs2)c1	x	x	0.1%	4%	1.3
5	COc1ccc(/C=C2\COc3ccccc3C2=O)c(OC)c1	x	x	-0.5%	-3%	x
6	COc1ccccc1Nc1ncc(C(C)=O)c(C)n1	-0.29	1336	0.7%	-3%	1.1
7	CN(CCc1ccccn1)C(=O)c1ccc(OC(F)(F)F)cc1	-0.31	1379	0.1%	-2%	1
8	O=C(Nc1cccnc1)C1=NN(C2CCS(=O)(=O)C2)C(=O)CC1 (stereo not given)	-0.51	1590	-0.1%	-4%	1
9	CCOC(=O)c1sc2nc[nH]c(=O)c2c1C	-0.3	931	0.1%	4%	1.1
10	Cc1cccc(N=C2C(=O)Nc3c(Cl)cccc32)c1	x	x	-0.2%	-4%	x
11	Cc1ccc(CN2C(=O)CCC2C(=O)NCCN2CCN(c3cccc(Cl)c3)CC2)cc1 (stereo not given)	0.17	1370	-0.8%	-5%	x
12	CC1CCN(Cc2nnnn2CCCC(=O)NCCc2cnn(C)c2)CC1	x	x	-0.1%	4%	x
13	N#C/C(=C/c1ccc(Oc2ccc([N+](=O)[O-])cn2)cc1)C(=O)N1CCOCC1	-0.04	1291	0.1%	6%	1.1
14	Oc1ccc(Br)cc1/C=N/n1c(C2CCCCC2)n[nH]c1=S	x	x	-0.6%	9%	x
15	O=C(CSc1ncnc2c1nnn2Cc1ccccc1)NC1CCCC1	0.88	1623	0.8%	4%	1.2

item	ER stress rescue	human PMI inhibitors	PMI inhibitors	SV40 large T antigen	RSV CPE inhibition
1	-0.6%	4%	3%	-7%	1.8%
2	-4.5%	-3%	-10%	11%	-0.3%
3	x	x	x	7%	-0.4%
4	-0.2%	3%	22%	29%	4.3%
5	x	x	x	3%	-0.1%
6	-4.0%	0%	-4%	12%	7.8%
7	-11%	-18%	-14%	8%	1.8%
8	-0.9%	-1%	3%	-1%	-1.6%
9	-0.7%	-7%	-4%	16%	-2.0%
10	x	x	x	5%	2.2%
11	x	x	x	11%	-0.7%
12	x	x	x	8%	1.2%
13	-2.0%	5%	-10%	29%	2.7%
14	x	x	x	3%	4.5%
15	-0.5%	7%	3%	4%	-0.6%

Just West Nile antiviral, for three of the compounds above:
#	Structure	West Nile antiviral
5	COc1ccc(/C=C2\COc3ccccc3C2=O)c(OC)c1	-0.5%
4	COc1cccc(Nc2nc(-c3sc(N)nc3C)cs2)c1	0.1%
8	O=C(Nc1cccnc1)C1=NN(C2CCS(=O)(=O)C2)C(=O)CC1 (stereo not given)	-0.1%

Additional entries follow:
item	compound	Ins promoter up	Ins promoter up cell count	West Nile antiviral	PhoP inhibition	TNAP activators
16	Cc1ccc(C(=O)CCNc2cccc(Br)c2)o1	0.55	1240	0.0%	-7%	1.1
17	CCN1CCN(C(=O)c2ccc3c(c2)N(Cc2ccc(F)cc2)C(=O)c2ccccc2S3=O)CC1 (stereo not given)	-0.04	1194	-0.5%	5%	1
18	COc1ccc(-c2[nH]ncc2CN2CCC(OCc3ccccn3)CC2)c(F)c1	0.79	1053	-1.1%	-8%	x
19	CCOc1ccccc1CN1CCN(Cc2nc3ccccc3s2)CC1CCO (stereo not given)	-0.27	1215	-0.8%	11%	1.1
20	CCCC1=C(C(=O)OCC)C(c2ccco2)n2ncnc2N1 (stereo not given)	0.83	1099	0.6%	-12%	x
21	CCOC(=O)c1ccc(CNS(=O)(=O)c2c(C)ccc3nsnc23)o1	-0.13	1161	-0.1%	7%	1.1
22	Cc1cc(C)c2c(C(C)(C)C)nn(-c3ccccc3)c2n1	x	x	3.4%	9%	x
23	COc1ccc(C)cc1NC(=O)C1C2C=CC(C2)C1C(=O)O (stereo not given)	x	x	0.7%	-2%	1.2
24	c1ccc(OCCN2CCOCC2)cc1	x	x	1.1%	2%	x
25	O=C(NC(=S)Nc1ccccc1Cl)c1cncc(C#Cc2ccccc2)c1	0.74	1389	0.1%	-8%	x
26	CCOc1cc(C(C(=O)NCC2CCCO2)N(C(=O)Cn2nnc3ccccc32)c2ccc(C(C)=O)cc2)ccc1O (stereo not given)	x	x	0.0%	5%	x
27	COc1cccc(C2C(C#N)=C(N)Oc3c2oc(CO)cc3=O)c1OC (stereo not given)	-0.16	1248	0.2%	25%	1.1
28	OC(c1ccccc1)c1nccc2ccccc12 (stereo not given)	-0.15	1259	0.2%	5%	1.1
29	O=C(NCCc1ccccc1)C1CCN(S(=O)(=O)N2CCCCCC2)CC1	0.18	1537	0.5%	1%	1.1
30	CC(NC(=O)NCCCC(=O)O)(C(F)(F)F)C(F)(F)F	0.21	759	0.3%	9%	1.2

item	ER stress rescue	human PMI inhibitors	PMI inhibitors	SV40 large T antigen	RSV CPE inhibition
16	-0.3%	4%	3%	22%	10%
17	-0.7%	-1%	1%	14%	-0.7%
18	x	x	x	19%	-1.8%
19	0.3%	x	x	3%	0.0%
20	x	x	x	6%	0.2%
21	-3.1%	-1%	2%	-5%	0.0%
22	x	x	x	1%	3.8%
23	-2.6%	8%	14%	17%	1.0%
24	x	x	x	13%	0.6%
25	x	x	x	7%	1.6%
26	x	x	x	5%	-0.1%
27	0.0%	7%	-2%	2%	0.7%
28	-0.9%	0%	-1%	17%	0.2%
29	0.6%	-10%	-5%	-8%	0.2%
30	-0.9%	4%	14%	-9%	-0.9%

Going on with the list.
item	compound	Ins promoter up	Ins promoter up cell count	West Nile antiviral	PhoP inhibition	TNAP activators
31	C=CCNC(=O)C(=O)NCCOc1ccccc1Cl	0.81	1191	-0.6%	-8%	1
32	CC(=O)c1c(C)oc2c1cc(NS(=O)(=O)c1ccc(C(=O)O)cc1)c1ccccc12	x	x	0.3%	4%	x
33	COc1cc(OC)cc(C(=O)N2CCCC(Nc3ccc(F)cc3)C2)c1 (stereo not given)	x	x	-1.1%	-2%	x
34	CC(Oc1ccc(F)cc1)C(=O)Nc1cccc(-c2nn[nH]n2)c1 (stereo not given)	x	x	0.4%	3%	x
35	NC(=O)c1ccccc1NC(=O)CN1CCN(Cc2ccc(Cl)cc2Cl)CC1	x	x	-1.0%	-6%	x
36	CCN(CC)C(=O)c1ccc(C(=O)c2ccccc2)cc1	0.66	848	-0.8%	-3%	1.2
37	CS(=O)(=O)N(CC(=O)N1CCc2ccccc2C1)c1cccc(F)c1	x	x	-1.1%	-3%	x
38	Cc1c(-c2ccccc2)[n+](=O)c(-c2ccc(Cl)cc2)c(C)n1[O-]	-0.57	1430	0.0%	-3%	1
39	O=C(c1cc2cc(Br)cc(Br)c2oc1=O)N1CCCC1	x	x	-0.2%	1%	1
40	Cc1nc2oc(C(=O)c3ccccc3)c(N)c2c2c1COC(C)(C)C2	x	x	x	-8%	1
41	O=C(Nc1ccccc1Cl)c1cccs1	0.44	1099	-0.1%	0%	1
42	Cc1ccc(-c2nnn(CC(=O)Nc3cccc4cccnc34)n2)o1	1.5	1289	-0.1%	-11%	1.1
43	COc1ccc(NC(=O)C(=O)NNC(=O)COc2ccc(OC)cc2)cc1	x	x	0.7%	8%	x
44	CC(=O)N1CCN(C(=O)/C(C#N)=C/c2ccc3c(c2)OCO3)CC1	x	x	-0.1%	-9%	x
45	O=C(OCC(=O)c1ccc(Cl)s1)c1cnccn1	x	x	0.0%	14%	x

item	ER stress rescue	human PMI inhibitors	PMI inhibitors	SV40 large T antigen	RSV CPE inhibition
31	1.0%	-12%	-15%	15%	2.0%
32	x	x	x	4%	2.3%
33	x	x	x	-7%	0.7%
34	x	x	x	8%	1.2%
35	x	x	x	13%	11%
36	-1.2%	-1%	-1%	5%	1.4%
37	x	x	x	1%	-1.2%
38	-0.2%	5%	4%	7%	1.1%
39	-1.8%	10%	8%	6%	1.6%
40	-1.0%	-8%	-10%	2%	1.9%
41	0.6%	-6%	-3%	11%	1.0%
42	-2.9%	12%	18%	10%	4.0%
43	x	x	x	12%	0.4%
44	x	x	x	1%	1.5%
45	x	x	x	14%	2.4%

Ordered by molar mass (highest first): part of the list above
item	compound	Ins promoter up	Ins promoter up cell count	West Nile antiviral	PhoP inhibition	TNAP activators
39	O=C(c1cc2cc(Br)cc(Br)c2oc1=O)N1CCCC1	x	x	-0.2%	1%	1
40	Cc1nc2oc(C(=O)c3ccccc3)c(N)c2c2c1COC(C)(C)C2	x	x	x	-8%	1
38	Cc1c(-c2ccccc2)[n+](=O)c(-c2ccc(Cl)cc2)c(C)n1[O-]	-0.57	1430	0.0%	-3%	1

item	ER stress rescue	human PMI inhibitors	PMI inhibitors	SV40 large T antigen	RSV CPE inhibition
39	-1.8%	10%	8%	6%	1.6%
40	-1.0%	-8%	-10%	2%	1.9%
38	-0.2%	5%	4%	7%	1.1%

(further entries)
item	compound	Ins promoter up	Ins promoter up cell count	West Nile antiviral	PhoP inhibition	TNAP activators
46	CN(c1ccc(C(=O)NC2CCCCC2)cc1)S(=O)(=O)c1ccccc1	x	x	-0.8%	10%	x
47	Cc1cc(F)ccc1S(=O)(=O)Nc1ncnc2sc3c(c12)CCC3	-0.49	1227	0.4%	6%	1.1
48	CCCCN(C)C(=O)c1nc2ccccn2c1CN1CCN(c2cnccn2)CC1	0.77	1596	0.2%	-7%	1
49	CCN(CC)c1ccc(C=C(c2nnnn2-c2ccccc2)c2nnnn2-c2ccccc2)cc1	x	x	-0.7%	0%	1
50	O=C(Cn1c(CO)nc2ccccc21)NC1CCCCCC1	-0.51	1406	0.1%	1%	1.1
51	CCOC(=O)C1CCN(Cc2c(O)ccc3ccccc23)CC1	x	x	-0.1%	7%	1.1
52	Cc1ccc(OCC(=O)OC2CCCN(C)C2)cc1 (stereo not given)	0.58	1667	0.0%	x	1
53	COc1ccc(-c2cn[nH]c2-c2ccc(OCc3ccc(F)cc3)cc2O)cc1OC	0.13	983	-0.4%	-9%	x
54	CCC(c1nnnn1CCOC)N(Cc1ccc(C)cc1)Cc1cc2cc(OC)ccc2[nH]c1=O (stereo not given)	0.5	1315	-0.1%	-6%	1.1
55	CC(=O)NC(Cc1ccc(F)cc1)C(=O)NC1CCN(C(=O)Nc2ccc(F)cc2)CC1 (stereo not given)	x	x	-0.2%	0%	x
56	Cc1ccc2[nH]c(=S)cc(C)c2c1	0.89	1512	0.4%	4%	1.1
57	O=C(NC1c2ccccc2-c2ccccc21)c1ccccc1	-0.17	1515	-0.4%	-11%	1.1
58	Cc1nc(N)sc1C(=O)Nc1ccccc1	0.04	1507	0.3%	7%	1.1
59	COc1ccc(/C=N/NC(=O)c2cc(C)oc2C)cc1OC	0.03	1314	0.2%	-2%	x

item	ER stress rescue	human PMI inhibitors	PMI inhibitors	SV40 large T antigen	RSV CPE inhibition
46	x	x	x	10%	0.9%
47	-0.8%	-8%	-10%	6%	8.1%
48	-1.2%	9%	13%	6%	0.7%
49	-2.5%	10%	15%	2%	6.1%
50	-0.6%	-5%	-5%	15%	2.3%
51	-2.3%	x	28%	15%	5.2%
52	0.4%	4%	-2%	x	0.4%
53	x	x	x	9%	7.8%
54	x	-23%	1%	9%	-0.8%
55	x	x	x	8%	0.9%
56	-0.8%	-44%	14%	12%	-1.0%
57	-0.5%	0%	2%	6%	3.9%
58	-1.6%	-4%	0%	7%	1.4%
59	x	x	x	10%	0.8%

Compound activity as filed in PubChem BioAssay.
